BB579 growth dn = growth inhibitors of yeast BB579 in restrictive medium, primary screen, yeast lifespan-shortening project, S. cerevisiae. 140,000 compounds, 0.51% hits. AID 804, 2007. OD615, 48 h. inhibition, % at 10 µM;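 active = inhibition above a set limit, 3 SD over the mean compound inhibition, cut at about 44% in these data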; also: inactives centre near -24
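System: DeaD yeast strain BB579; buffer or medium: CSMM-D dextrose restrictive medium; technique: OD at 615 nm; schedule: 4 h cell preincubation, 48 h compound exposure, 30 °C humidified; doses: single 10 µM dose; controls: amphotericin B 10 µg/mL, positive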
Measles CPE = compounds protecting cells from measles virus cytopathic effect, primary screen, measles RdRp inhibitor project, single point, MLSMR library, absorbance; 140,000 compounds, 1.5% hits; Measles virus-infected cells, CPE protection; protection (pct of control), % at 4 µM; AID 841, 2007; in the data active = protection mostly above about 24%, no sharp cut-off; inactive = mostly below about 26%; also: some compounds called inactive have numbers as strong as hits
E-sel TNF inh = E-selectin induction blockers in HUVEC – imaging, immunofluorescence, high content, primary screen; HUVEC TNFa-induced E-selectin immunofluorescence; inhibition, % at 2 µM; 120,000 compounds, 0.71% hits; AID 1246, 2008;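 active = inhibition above the batch mean plus 3 SD, and confirmed as a hit on visual image review, cut at about 43% in these data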;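 also: 0% = TNF-stimulated DMSO wells and 100% = unstimulated control wells; not every result past the cut was called active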
GALR2 antag = GALR2 antagonists in receptor-expressing cells, primary screen; antagonist mode; inhibition, % at 4 µM; 140,000 compounds, 0.39% hits; AID 828, 2007; Galanin receptor type 2 (Homo sapiens), O43603; in the data active = inhibition above about 27%;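 also: cells stimulated with galanin 1-16 at roughly its EC80; 0% = agonist challenge control and 100% = basal control without agonist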
Target sequence (O43603 whole entry, looked up): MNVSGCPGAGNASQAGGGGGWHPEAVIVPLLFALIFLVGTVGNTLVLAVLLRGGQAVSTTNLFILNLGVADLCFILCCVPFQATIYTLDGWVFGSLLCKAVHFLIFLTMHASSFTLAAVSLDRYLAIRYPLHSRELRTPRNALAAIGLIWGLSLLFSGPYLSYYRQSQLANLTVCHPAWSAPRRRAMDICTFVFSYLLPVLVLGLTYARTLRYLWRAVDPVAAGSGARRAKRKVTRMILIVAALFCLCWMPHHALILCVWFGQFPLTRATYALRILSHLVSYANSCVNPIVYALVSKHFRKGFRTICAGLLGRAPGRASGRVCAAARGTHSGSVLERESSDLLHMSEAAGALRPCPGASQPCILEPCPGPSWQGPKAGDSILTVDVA
HCT116 PTEN-null = growth suppression of PTEN-null HCT116, primary screen, cell-based, CellTiter-Glo | viability, % at 10 µM | HCT116 PTEN-null viability, 60 h; hits give low values | AID 827, 2007 | 140,000 compounds, 1.2% hits;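 active = viability at or below a set limit, 4 SD under the median of all tested compounds, cut at about 3.7% in these data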;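 also: PTEN knockout HCT116 line with beta catenin targeted HCT116 as companion control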
MRP-1 activ = H69AR viability gain despite doxorubicin, primary screen, MRP-1 activator project, H69AR cells, CellTiter-Glo; viability rescue; viability increase, % at 10 µM; 140,000 compounds, 0.61% hits;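 active = viability gain under doxorubicin at or above a set limit, the compound median plus 3 SD, cut at about 4.7% in these data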;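 also: MRP-1 overexpressing cells given doxorubicin 25 µM after compound pretreatment; 18-22 h compound pretreatment then 72 h with doxorubicin before readout; 0% = doxorubicin-only wells and 100% = vehicle-treated cells without doxorubicin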
Phagocyt inh = inhibitors of macrophage phagocytosis, primary screen, imaging, J774A.1 cells, IgG beads; J774A.1 macrophage IgG-bead phagocytosis; inhibition, % at 5 µM; 110,000 compounds, 0.07% hits; AID 1029, 2008;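 active = inhibition above the mean of the plate negative controls plus 5 SD, cut at about 13% in these data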;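 also: phagocytic index as fraction of beads internalized from green versus red external bead signal; plate controls were DMSO negative control for no effect and cytochalasin-D positive control for full effect; some results beyond the cut were filed as inactive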
bCat KO growth = primary screen for growth suppressors in beta-catenin knockout HCT116 cells (colon tumor, human); viability, % at 10 µM; AID 818, 2007; 140,000 compounds, 1.5% hits; HCT116 beta-catenin knockout viability, CellTiter-Glo, 60 h; hits give low values;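 active = viability at or under a set limit, the compound median less 4 SD, cut at about 6% in these data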;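 also: 0% = Hyamine 1622 control at 20 µM and 100% = untreated cell control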
Yeast lifespan up = compounds extending yeast replicative lifespan, primary screen, S. cerevisiae, OD615. S. cerevisiae growth with nicotinamide; deaD strain in restrictive glucose medium. inhibition of the nicotinamide effect, % at 10 µM. 130,000 compounds, 0.68% hits. AID 775, 2007;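 active = inhibition above a set limit, placed 3 SD over the median of all compounds, cut at about 26% in these data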;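 also: 0% = nicotinamide-treated wells and 100% = cells grown without nicotinamide; some compounds called inactive have numbers as strong as hits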
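Buffer or medium: CSMM-D glucose medium, restrictive; test system: modified budding yeast, DeaD strain; compound: single dose 10 µM compound, 0.25% DMSO; schedule: culture preincubation 4 h, compound exposure 48 h, both 30 °C; detection: optical density (absorbance) at 615 nm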
NPY Y2 blocker = NPY-Y2 receptor antagonists, primary screen, cell-based | inhibition, % at 2.7 µM | Neuropeptide Y receptor type 2 (Homo sapiens), P49146 | 140,000 compounds, 0.99% hits | NPY-Y2 expressing cells, antagonist mode; in the data active = inhibition above about 17%;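 also: 0% = vehicle with agonist challenge and 100% = reference antagonist with challenge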
Target sequence (P49146 whole entry, looked up): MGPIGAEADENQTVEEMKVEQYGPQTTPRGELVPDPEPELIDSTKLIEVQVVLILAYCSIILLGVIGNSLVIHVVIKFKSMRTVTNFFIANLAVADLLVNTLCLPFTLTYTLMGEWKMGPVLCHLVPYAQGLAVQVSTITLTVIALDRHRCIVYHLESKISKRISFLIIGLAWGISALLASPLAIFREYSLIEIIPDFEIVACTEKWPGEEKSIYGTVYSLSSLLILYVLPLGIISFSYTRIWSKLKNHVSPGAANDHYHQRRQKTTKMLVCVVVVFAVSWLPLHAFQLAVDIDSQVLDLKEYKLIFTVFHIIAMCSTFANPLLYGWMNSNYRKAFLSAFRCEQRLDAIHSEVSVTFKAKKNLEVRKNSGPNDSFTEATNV
The depositor's hits bear a star; nt = no result given.

SMILES	BB579 growth dn	Measles CPE	E-sel TNF inh	GALR2 antag	HCT116 PTEN-null	MRP-1 activ	Phagocyt inh	bCat KO growth	Yeast lifespan up	NPY Y2 blocker
O=C(COc1ccc2c(c1)C(=O)CC1(CCCCC1)O2)NCc1ccccn1	-72	7	0	6	98	-0.7	3	85	-5	-2
Cc1nn(CC(=O)N/N=C/c2ccc3c(c2)OCO3)c(C)c1Br	-6	5	nt	-7	105	0.1	-12	97	-7	0
O=C(Nc1ccc(N2CCCCC2)cc1)c1cncc(Br)c1	-41	6	7	10	90	-5.0	nt	105	-27	-1
c1ccc(Nc2nc3ccccc3o2)cc1	-11	31	8	7	82	-1.4	-1	80	-14	1
COc1ccc(CCNc2oc(-c3ccco3)nc2C#N)cc1	-35	51	-12	2	93	-0.5	nt	104	-7	6
O=c1[nH]c(CN(CCc2ccccc2)S(=O)(=O)c2ccc(Cl)cc2)nc2ccccc12	-49	12	nt	-8	75	-1.6	-7	77	-3	3
COc1ccccc1CCNC(=O)c1ccoc1C	-23	12	-6	-25	98	0.8	-1	105	-12	2
Cc1ccc(-c2nnn3c2nc(NCCc2ccc(S(N)(=O)=O)cc2)c2ccccc23)cc1	-67	1	nt	-5	77	-2.2	-3	88	-1	1
Cc1cccc(C)c1NC(=O)N1CC=C(n2c(=O)[nH]c3ccccc32)CC1	-38	7	22	11	95	-2.1	1	102	-5	-1
Cc1cc2n(n1)C(c1ccc(N(C)C)cc1)Nc1ccccc1-2 (stereo not given)	-15	11	nt	0	75	-2.0	4	90	-6	-2
O=C1CC(CCC(=O)NC2CC2)c2ccccc2N1 (stereo not given)	-47	17	-8	-13	94	-1.9	-1	95	-6	0
Cc1ccccc1OCc1nnc(SCC(=O)NCc2ccccc2)n1C	-43	2	-23	8	99	-1.0	-1	92	-8	0
CCc1ccccc1NC(=S)N(Cc1cccnc1)Cc1ccco1	-6	28	nt	-1	96	-1.4	-4	91	-1	3
COc1cccc(C(=O)NC(=S)N2CCN(c3ccc(C(F)(F)F)cc3[N+](=O)[O-])CC2)c1	-44	11	nt	0	81	-2.4	-9	71	-4	4
CCOC(=O)c1nc2cc3n(c(C)c-2c1C)C(C)C(C)=C3C (stereo not given)	-23	14	nt	6	82	-0.2	0	78	-3	1
COc1ccc(C2CCN(Cc3cccnc3)CC2O)cc1 (stereo not given)	-4	15	2	1	106	0.2	0	103	-7	2
CC(C)Sc1cc(N2CCOCC2)nc(-c2ccc(Cl)cc2)n1	-14	8	-53	-1	106	-0.5	nt	90	-6	3
CC1=C(C(=O)Nc2ccc(F)cc2)C(c2ccc(C)o2)C2=C(CC(C)(C)CC2=O)N1 (stereo not given)	-3	5	36	0	88	-2.6	0	73	-9	3
CCOC(=O)c1c(C(=O)OCC)c(C)n(CCc2ccc(OC)c(OC)c2)c1C	-32	4	-1	2	98	-1.1	-4	86	4	5
CC(=O)N1CCN(c2ccc(N=Cc3c(O)n(Cc4ccccc4)c(=O)[nH]c3=O)cc2)CC1	-31	4	-8	-5	94	-1.5	nt	86	nt	1
c1ccc(CN2CCN(c3nc(-c4ccccc4)nc(-n4ccnc4)n3)CC2)cc1	19	9	-5	-21	65	0.1	1	65	-4	16
Cn1c(Cc2cccs2)nnc1SCc1nc2ccccc2[nH]1	-34	6	-16	25	95	-3.0	0	94	-8	0
CN(C)S(=O)(=O)c1ccc(Cl)c(NC(=O)COC(=O)CN2C(=O)NC(C)(C)C2=O)c1	-44	10	nt	8	97	-0.9	-1	97	6	2
COC(=O)c1c(C(=O)OC)c(C)n(Cc2cccnc2)c1C	-24	4	6	16	109	-2.5	-1	100	-1	3
O=C1CSC(=O)N1CC(O)COc1ccc(Cl)cc1 (stereo not given)	-44	11	-2	0	98	2.0	0	92	-2	4

Among those listed so far, these have bromine:
SMILES	BB579 growth dn	Measles CPE	E-sel TNF inh	GALR2 antag	HCT116 PTEN-null	MRP-1 activ	Phagocyt inh	bCat KO growth	Yeast lifespan up	NPY Y2 blocker
Cc1nn(CC(=O)N/N=C/c2ccc3c(c2)OCO3)c(C)c1Br	-6	5	nt	-7	105	0.1	-12	97	-7	0
O=C(Nc1ccc(N2CCCCC2)cc1)c1cncc(Br)c1	-41	6	7	10	90	-5.0	nt	105	-27	-1

Further compounds
SMILES	BB579 growth dn	Measles CPE	E-sel TNF inh	GALR2 antag	HCT116 PTEN-null	MRP-1 activ	Phagocyt inh	bCat KO growth	Yeast lifespan up	NPY Y2 blocker
CCCc1nc2sc3c(c2c(=O)n1N)CCC3	-20	8	-3	-9	92	-3.2	nt	90	-20	-2
Cc1ccc(C(=O)Nc2ccc(S(=O)(=O)N3CCN(C)CC3)cc2)o1	3	1	-7	11	93	-2.0	7	92	-10	2
Cc1nn(Cc2ccccc2)c2c1C(c1ccncc1)C(C#N)=C(N)O2 (stereo not given)	-27	4	nt	nt	105	2.5	2	93	nt	nt
O=C(O)c1ccccc1C(=O)NCc1cccnc1	-13	32*	-29	-4	103	0.2	-1	100	0	1
CCNc1nc(NCC)nc(OCCOC(=O)Nc2ccccc2)n1	-26	3	-8	1	98	-0.6	-4	91	11	4
Cc1csc(NC(=O)c2cccn2C)n1	-22	6	-31	-5	69	2.1	nt	83	-20	-2
O=C(COC(=O)C1COc2ccccc2O1)NC1CCS(=O)(=O)C1 (stereo not given)	-26	16	nt	-3	114	0.4	-3	94	-5	1
O=c1[nH][nH]cc1C=Nc1ccccc1O	50*	2	-17	-1	57	-1.5	nt	59	-14	1
O=C(CS(=O)(=O)Cc1ccccc1)Nc1cccnc1	-27	20	-18	13	92	-0.4	0	89	24	1
COc1c(F)c(F)c(C(=O)O)c(Nc2ccccc2)c1F	-24	7	-42	7	98	-0.7	nt	108	-5	7
CCOc1ccccc1Nc1ncnc2ccccc12	16	22	-8	-3	94	-0.6	-2	100	-11	2
Cc1cc(C(=O)COC(=O)c2ccc(O)cc2)c(C)n1Cc1ccco1	-69	16	6	-6	77	-1.1	-9	77	21	5
O=C(CCc1ccccc1)NCCCN1CCOCC1	6	3	nt	-4	100	0.2	0	102	66*	3
COc1cnn(-c2ccccc2)c(=O)c1N(C)C	-6	42	-3	1	92	-1.2	9	88	-8	1
NS(=O)(=O)c1ccc(CNC(=O)c2ccc(Cl)cc2[N+](=O)[O-])cc1	-8	8	5	5	95	0.4	-2	98	4	2
CCC(c1nnnn1C(C)(C)CC)N(CCCO)Cc1cc2cccc(C)c2[nH]c1=O (stereo not given)	-24	12	-16	-5	86	-4.1	-1	82	1	2
OCCN1CCN(CC(O)COc2ccc(Cl)cc2)CC1 (stereo not given)	-36	2	18	6	91	-0.2	-1	92	-4	0
C=CCn1c(SCn2nnc3ccccc3c2=O)nnc1-c1ccc(F)cc1	-43	3	nt	6	99	-1.6	-1	90	-7	1
COc1ccc2c(c1OC)CCC2=O	-28	6	-13	-10	93	-1.4	nt	90	nt	0
CCCn1c(N)c(C(=O)CSc2nc(C)cs2)c(=O)[nH]c1=O	-13	28	1	10	90	-0.3	1	89	-5	2
Cc1ccc(NC(=O)C2CC(=O)N(Cc3ccccc3)C2)cc1S(=O)(=O)N1CCCCCC1 (stereo not given)	-10	6	nt	-6	42	-0.4	-6	52	-1	1
O=C(CSc1nncs1)NC(=O)NCc1ccccc1	-5	6	-23	9	93	-2.5	-1	88	-9	3
CCC1CCCCN1Cc1ccc(OC)c(OC)c1 (stereo not given)	19	21	nt	-5	92	-0.2	-1	105	-6	2
COc1cc2c(cc1OC)CN(C(=O)CSc1nnc(C)s1)CC2	26	6	-12	-1	92	0.0	2	98	-14	2
Cn1cnnc1Sc1ccc(C(=O)NCCC23CC4CC(CC(C4)C2)C3)cc1[N+](=O)[O-]	-7	7	-23	-7	74	-1.4	-4	83	5	-4

Three compounds out of the list above, sorted by the value under GALR2 antag, smallest number first.
| Compound | GALR2 antag |
| --- | --- |
| CCOC(=O)c1c(C(=O)OCC)c(C)n(CCc2ccc(OC)c(OC)c2)c1C | 2 |
| C=CCn1c(SCn2nnc3ccccc3c2=O)nnc1-c1ccc(F)cc1 | 6 |
| Cc1cccc(C)c1NC(=O)N1CC=C(n2c(=O)[nH]c3ccccc32)CC1 | 11 |

Further records follow.
SMILES	BB579 growth dn	Measles CPE	E-sel TNF inh	GALR2 antag	HCT116 PTEN-null	MRP-1 activ	Phagocyt inh	bCat KO growth	Yeast lifespan up	NPY Y2 blocker
CC1(C)Cc2ccccc2C2CC(O)C(=O)N21 (stereo not given)	-19	3	-19	1	99	-2.5	-3	92	13	2
CC(C)(C)C(=O)NCCc1nc2ccccc2n1CC(=O)c1ccc(Cl)cc1	28	5	-4	-4	83	-2.1	nt	89	2	-2
C=CCNC(=O)COC(=O)c1ccc(Cl)c(S(=O)(=O)N(Cc2ccccc2)c2ccccc2)c1	-20	16	-24	-14	97	-0.4	-7	78	-2	4
CCOc1ccc(C2C(C(=O)c3ccco3)=C(O)C(=O)N2Cc2cccnc2)cc1OC (stereo not given)	-35	2	-5	0	99	-0.1	0	90	-8	1
CC(C)Cn1c2c(c(O)c(C(=O)Nn3c(Cc4ccccc4)nc4ccccc4c3=O)c1=O)CCCC2	-74	12	-10	7	34	-3.8	-3	24	9	3
c1ccc(-c2nc(NCC3CCCO3)c3oc4ccccc4c3n2)cc1 (stereo not given)	-59	80*	12	8	86	-2.7	0	95	-13	6

In the list so far, these have a cyano group.
SMILES	BB579 growth dn	Measles CPE	E-sel TNF inh	GALR2 antag	HCT116 PTEN-null	MRP-1 activ	Phagocyt inh	bCat KO growth	Yeast lifespan up	NPY Y2 blocker
COc1ccc(CCNc2oc(-c3ccco3)nc2C#N)cc1	-35	51	-12	2	93	-0.5	nt	104	-7	6
Cc1nn(Cc2ccccc2)c2c1C(c1ccncc1)C(C#N)=C(N)O2 (stereo not given)	-27	4	nt	nt	105	2.5	2	93	nt	nt

Compound activity as filed in PubChem BioAssay.
